PLAP inhibition: PLAP enzyme inhibitors, biochemical, luminescence, HTS (AID 690). purified PLAP, luminescent substrate; higher % means a stronger effect. inhibition, % at 20 µM; hits with a dose series show IC50 in µM. 96,000 compounds, 0.08% hits; in the data active means a potency from the dose series; inactive means the rest, 99 in 100 with inhibition below about 30%; further: strong numbers were not always called active
MRP resist rev: compounds reversing MRP-mediated drug resistance | H69AR cells + 2 uM doxorubicin, CellTiter-Glo, 72 h | differential viability (reversal), % at 10 µM | 85,000 compounds, 0.04% hits | AID 602;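 active means viability drop by adding the cancer drug above about 55%, with treated viability meeting a 40% cutoff, limit read from the data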;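 further: viability without doxorubicin minus viability with 2 µM doxorubicin for each compound; larger differential means the compound sensitizes cells more to doxorubicin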
NFkB transloc pot: enhances IL-1B driven NFkB nuclear translocation; 94,000 compounds, 0.3% hits; activation, % at 2 µM; HUVEC IL-1B NFkB p65 nuclear translocation imaging; AID 819;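 active means activation above 40%, about the mean plus 3 SD, also judged a hit on visual image review; inconclusive means activation above 40% but not a hit on visual review; inactive means activation not above 40% and no visual hit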;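 further: percent activation is computed from the nuclear over cytoplasmic p65 intensity ratio; values of inactives mirror those of a sister screen read the other way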
NFkB transloc inh: blocks IL-1B driven NFkB nuclear translocation in HUVEC cells | HUVEC IL-1B NFkB p65 nuclear translocation imaging | inhibition, % at 2 µM | 94,000 compounds, 0.43% hits | AID 796;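 active means inhibition above about 30% together with a positive call from visual inspection of the well image, limit read from the data; inconclusive means inhibition above a set limit but visual check negative; inactive means inhibition not above a set limit, visual check negative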;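 further: nuclear over cytoplasmic p65 intensity ratio measured by imaging; 0% = IL-1B stimulated DMSO wells and 100% = unstimulated DMSO wells; values of inactives mirror those of a sister screen read the other way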
Bcl-B TR3 displacers: displacers of TR3 peptide from Bcl-B, primary screen, selectivity assay for Bfl-1 inhibitor project, biochemical, fluorescence polarization; AID 748; one-dose displacement, % at 20 µM; IC50 in µM for titrated hits; FP displacement of FITC-TR3 peptide from Bcl-B; higher % means a stronger effect; 96,000 compounds, 0.11% hits;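 active means displacement above 50% at 20 µM plus a fluorescence interference ratio under 1.5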;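 further: plate controls were wells without compound for no effect and wells lacking Bcl-B protein for full effect; a part of the inactive calls stands beside numbers as strong as those of hits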
MRP resist rev cytotoxicity: also measured in MRP resist rev; calls as there; viability, %; H69AR cells, CellTiter-Glo, 72 h; measured here: cytotoxicity without doxorubicin
MRP resist rev with doxorubicin: recorded beside MRP resist rev, whose call it bears; viability, %; measured here: viability with 2 uM doxorubicin; stronger effect = lower value
NFkB transloc inh cell count 2 µM: also measured in NFkB transloc inh; calls as there; cell count; measured here: cells passing quality filter;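 raw number of nuclei counted in each imaged well without normalization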
NFkB transloc pot cell count 2 µM: also measured in NFkB transloc pot; calls as there; cell count; measured here: cells passing quality filter
* marks the source's active call; other numbers are inactive results; ? = inconclusive; nt = not tested or not shown.

Each structure is followed by: NFkB transloc pot	Bcl-B TR3 displacers	PLAP inhibition	NFkB transloc pot cell count 2 µM	MRP resist rev	MRP resist rev cytotoxicity	NFkB transloc inh	MRP resist rev with doxorubicin	NFkB transloc inh cell count 2 µM
- CCN(CC)S(=O)(=O)c1ccc(C(=O)Nc2ccc(OCC(=O)N3CCOCC3)cc2)cc1
  11	-6%	-35%	140	13	91	-11	78	140
- Cc1cc(NC(=O)CSc2nnc3c(C)cc4ccccc4n23)no1
  16	-24%	-11%	122	-15	94	-16	108	122
- Cc1ccc(C)n1CCN1CCN(CC(=O)Nc2cc(C(F)(F)F)ccc2Cl)CC1
  8	-17%	-46%	194	3	76	-8	73	194
- CC1=NOC(=O)/C1=C/c1ccc(-c2ccc(Cl)cc2)o1
  8	-28%	14%	56	1	2	-8	2	56
- CCCC(=O)N1CC(=O)Nc2ccc(F)cc2C1c1ccccc1 (configuration not stated)
  10	8%	-1%	144	-5	88	-10	93	144
- O=[N+]([O-])c1cccc(/C=N\N2CCN(Cc3ccccc3Cl)CC2)c1
  -5	nt	nt	118	13	88	5	75	118
- Clc1ccc(OCc2nc(-c3ccncc3)no2)c(Br)c1
  nt	0%	-32%	nt	16	86	nt	70	nt
- CCOC(=O)c1c(NC(=S)Nc2ccccc2)sc2c1CCN(C)C2
  -7	-52%	-1%	129	nt	nt	7	nt	129
- CCCNc1ncnc2sc(C)c(C)c12
  2	-7%	2%	157	19	87	-2	68	157
- O=C(COc1ccccc1)N(Cc1ccccc1)c1nc(-c2ccccc2)cs1
  -2	-4%	3%	154	nt	nt	2	nt	154
- CCN(CC)S(=O)(=O)c1ccc2c(c1)nc(SCC(N)=O)n2-c1ccc(OC)cc1
  6	-24%	-56%	169	-15	71	-6	86	169
- S=c1[nH]ncn1-c1ccccn1
  20	-6%	4%	148	4	93	-20	88	148
- COc1ccc(Cl)c(Cn2c(NCCCN(C)C)nc3c2c(=O)n(C)c(=O)n3C)c1
  9	-9%	-65%	192	5	90	-10	84	192
- Cc1ccc2nc(N3CCN(S(=O)(=O)c4ccc(C)c(Cl)c4)CC3)c(C#N)cc2c1
  3	-40%	-24%	150	8	99	-3	91	150
- O=C(O)c1sccc1SCc1ccc(Cl)c(Cl)c1
  -5	-1%	-13%	137	nt	nt	5	nt	137
- CCOC(=O)CSc1nnc(NC(=O)c2cccc(S(=O)(=O)N3CCCC3)c2)s1
  9	-4%	12%	95	-6	98	-9	103	95
- O=C(COc1ccc2ccccc2c1CN1CCOCC1)N1CCc2ccccc21
  -5	3%	-72%	167	-7	105	5	112	167
- COCCCNc1ncnc2nc[nH]c12
  13	-4%	-21%	166	6	97	-13	91	166
- Cn1c(=O)[nH]c(=O)c2c1nc(CN1CCOCC1)n2CCCO
  -4	-3%	11%	180	5	105	4	101	180
- CCSc1nnc(-c2ccc(S(=O)(=O)N3CCCC3)cc2)n1C
  7	0%	-5%	163	17	84	-7	67	163
- CSc1ccccc1NC(=O)c1ccco1
  nt	-3%	9%	nt	-7	90	nt	97	nt
- CC1=NN(C(N)=S)C(=O)C1N=Nc1ccccc1C (configuration not stated)
  11	nt	nt	65	91*	93*	-11	1.9*	65
- CC1=CC(C)(C)n2c(O)c(C3=NC(=S)NC3=O)c3cc(OC(=O)c4cccc5ccccc45)cc1c32
  2	10%	-18%	106	nt	nt	-2	nt	106
- Cc1cccc(S(=O)(=O)NCCC(=O)OC(C)C(=O)NC(=O)NC2CCCCC2)c1 (configuration not stated)
  16	3%	-28%	144	14	108	-16	94	144
- COc1ccccc1CC(=O)Nc1ccc(-c2noc(COc3ccc(Cl)c(C)c3)n2)cc1
  15	-32%	8%	148	-4	30	-15	34	148
- COc1ccc(OCC(=O)Nc2ccc(S(=O)(=O)N3CCCCCC3)cc2)cc1
  -11	-10%	21%	144	8	94	10	87	144
- Cc1nnc(SCCn2c(N3CCC(C)CC3)nc3c2c(=O)[nH]c(=O)n3C)s1
  19	-6%	11%	152	-7	74	-19	81	152
- COc1ccc2nc(SCC(=O)N3CCNC3=O)[nH]c2c1
  19	-8%	6%	119	1	91	-19	89	119
- CCOC(=O)n1c(=O)n(Cc2ccc(Cl)cc2Cl)c2ccccc21
  16	4%	-22%	130	nt	nt	-16	nt	130
- O=C(CSc1ccc2nnc(-c3ccccn3)n2n1)NCc1ccc2c(c1)OCO2
  -2	nt	nt	52	-8	61	2	69	52

Each structure is followed by: NFkB transloc pot	Bcl-B TR3 displacers	PLAP inhibition	NFkB transloc pot cell count 2 µM	MRP resist rev	MRP resist rev cytotoxicity	NFkB transloc inh	MRP resist rev with doxorubicin	NFkB transloc inh cell count 2 µM
- CCOC(=O)c1cc2c(C(F)(F)F)cc(-c3cccnc3)nc2o1
  1	-13%	6%	131	2	99	-1	98	131
- CCOC(=O)c1[nH]c(C)c(C(=O)N2CCN(C(=O)c3ccco3)CC2)c1C
  -8	nt	nt	148	13	102	8	89	148
- Cc1c(Cl)cccc1N=c1c([N+](=O)[O-])nn(-c2ccccc2)n1O
  2	9%	24%	164	11	91	-2	80	164
- O=C(c1cccnc1)N1CCN(C(=O)c2ccccc2F)CC1
  27	-9%	3%	118	-8	74	-27	82	118
- CCOC(=O)CN(C(=O)CSc1nnc(-c2ccc(OC)c(OC)c2)o1)c1ccccc1
  -3	0%	-11%	151	6	64	3	58	151
- Cc1cccc(NC(=O)CSc2nnc(Cn3nnc(-c4ccccc4)n3)n2-c2ccccc2)c1
  -4	6%	10%	170	-1	68	4	69	170
- Cc1ccc(-n2cc(C(=O)c3ccccc3O)cn2)cc1
  -8	-3%	-2%	143	nt	nt	8	nt	143
- CC(=O)c1c(O)cc(C)n(Nc2nc(C)cc(C)n2)c1=O
  -6	6%	-11%	189	-27	52	6	79	189
- O=C(C1CCCCC1)N1CCCC(c2nc(-c3ccc(F)cc3)no2)C1 (configuration not stated)
  -9	4%	-50%	84	4	94	9	91	84
- CN(CC(=O)NCc1ccc(F)cc1)S(=O)(=O)c1cccc2nsnc12
  10	-4%	22%	47	7	96	-8	89	47
- Cc1ccc(OCCCC(=O)Nc2ccc(N3CCOCC3)cc2)cc1
  -5	10%	1%	140	0	83	5	83	140
- NC(=O)C1CCN(C(=O)c2cnn(-c3ccccc3)c2NC(=O)c2ccco2)CC1
  -11	-2%	-9%	86	4	91	11	87	86
- COCCn1c(SCC(=O)NCC2CCCO2)nc2c(c1=O)SC(C)C2 (configuration not stated)
  nt	-4%	-20%	nt	5	94	nt	89	nt
- COc1ccc(S(=O)(=O)N2CCCC(C(=O)Nc3cccc(C(C)=O)c3)C2)cc1 (configuration not stated)
  -6	-9%	4%	147	-25	43	6	68	147
- CC(=O)C1=C(O)C(=O)N(C)C1c1ccccc1F (configuration not stated)
  nt	-6%	15%	nt	-1	83	nt	83	nt
- COc1ccc(C2C(C(=O)N3CCCC3)c3cc(OC)c(OC)cc3C(=O)N2C)cc1 (configuration not stated)
  17	-11%	-44%	59	10	97	-17	88	59
- O=C(NCC(=O)N(c1cnc2ccccc2c1)C(C(=O)NC1CCCC1)c1ccncc1)c1ccco1 (configuration not stated)
  11	nt	nt	132	-1	95	-11	96	132
- O=S(=O)(N/N=C1/CC(c2ccccc2)Oc2ccccc21)c1ccc(Br)cc1 (configuration not stated)
  34	-15%	-53%	159	nt	nt	-34	nt	159
- CN(C)S(=O)(=O)Oc1ccsc1C(=O)Nc1ccc(Cl)c(Cl)c1
  -6	-4%	8%	86	nt	nt	6	nt	86
- Cc1cccc(NC(=O)CCN2C(=O)C3C4C=CC(C4)C3C2=O)c1 (configuration not stated)
  -3	7%	-14%	192	-9	96	3	105	192
- COCCNC(=O)C(c1ccc(C)cc1)N(C(=O)CCC(=O)Nc1ccccn1)C1CCCC1 (configuration not stated)
  27	-4%	-59%	204	9	95	-27	86	204
- CCC(Sc1ncccc1C(=O)OC(C)C)C(=O)N1CCOCC1 (configuration not stated)
  0	3%	-1%	171	-1	88	0	88	171
- O=C1c2oc3ccccc3c(=O)c2C(c2cccc(F)c2)N1CCCO (configuration not stated)
  5	-4%	0%	147	2	89	-5	87	147
- Cc1cc(C)c(S(=O)(=O)n2cnc3ccccc32)c(C)c1
  -8	-5%	14%	113	17	102	8	85	113
- CC(C)CNc1cc(N2CCCC2)ccc1[N+](=O)[O-]
  3	-10%	14%	66	nt	nt	-3	nt	66
- CCOC(=O)C1CCN(c2cc(=O)n(Cc3ccc(F)cc3)c(=O)[nH]2)CC1
  nt	-7%	6%	nt	-2	90	nt	92	nt
- Cc1ccc(N2C(=O)CC(Sc3ncn[nH]3)C2=O)cc1C (configuration not stated)
  7	4%	-2%	147	-9	88	-7	97	147
- Cc1ccc(N2C(=O)CS/C2=C(\C(Cl)=C(Cl)Cl)[N+](=O)[O-])cc1
  -10	-10%	-5%	163	-3	79	10	82	163
- CCOC(=O)c1ccc(NC(=O)CSc2nnc(COc3ccccc3)n2C)cc1
  nt	-10%	-5%	nt	17	100	nt	83	nt
- CCOC(=O)CSc1nc2cc3c(cc2cc1C#N)OCO3
  11	3%	8%	135	6	89	-11	83	135

Each structure is followed by: NFkB transloc pot	Bcl-B TR3 displacers	PLAP inhibition	NFkB transloc pot cell count 2 µM	MRP resist rev	MRP resist rev cytotoxicity	NFkB transloc inh	MRP resist rev with doxorubicin	NFkB transloc inh cell count 2 µM
- Clc1ccccc1OCCn1cnc2ccccc21
  nt	-7%	-4%	nt	10	90	nt	81	nt
- O=C(CSc1nnc2scc(-c3ccccc3)n12)Nc1ccc2c(c1)OCCO2
  5	4%	10%	163	-4	76	-5	80	163
- Cc1nnc2n(Cc3ccccc3)c(=O)c3c4c(sc3n12)COC(C)(C)C4
  -2	4%	-64%	129	4	80	2	77	129
- CCCCC(=O)Nc1ccc(Br)cn1
  8	0%	14%	197	4	104	-8	100	197
- O=C(Nc1cccc(Cl)c1)N1CCN(c2ncccn2)CC1
  30	-1%	18%	120	-4	88	-30	92	120
- CC(C)Oc1ccc(C2CNC(=O)C2)cc1 (configuration not stated)
  -1	7%	6%	154	4	89	1	85	154
- COc1ccc2[nH]c3c(=O)n(Cc4ccco4)cnc3c2c1
  -2	7%	7%	166	27	94	2	66	166
- COc1cccc(-c2nc(NCc3ccco3)c3ccccc3n2)c1O
  27	-1%	nt	143	-6	47	-27	53	143
- COc1cccc(C(=O)CSc2nnc(-c3cc(OC)c(OC)c(OC)c3)o2)c1
  12	-16%	-16%	95	-1	99	-12	101	95
- CCCCc1ccc(-c2csc(/C(C#N)=C/c3ccc(C)o3)n2)cc1
  -6	-71%	8%	139	nt	nt	6	nt	139
- COc1cccc(CNC(=O)C2CCN(S(=O)(=O)c3cnc[nH]3)CC2)c1
  nt	-12%	0%	nt	-5	94	nt	99	nt
- CSc1ncccc1C(=O)NCc1ccc(C)cc1
  ?	14%	7%	nt	19	103	-42	83	172
- CCc1cc(=O)oc2cc(OCC(=O)O)c(Cl)cc12
  0	-2%	-1%	158	-7	105	0	112	158
- O=C(CSc1nnc(-c2cccs2)n1-c1ccccc1)N1CCN(C(=O)c2ccco2)CC1
  19	-2%	-23%	196	0	81	-19	81	196
- c1ccc(CN2CCC3(CC2)Nc2ccccc2CO3)cc1
  0	0%	-40%	115	0	93	0	93	115
- Cc1ncc([N+](=O)[O-])n1CC(=O)NC1CCCC1
  1	1%	-8%	110	nt	nt	-1	nt	110
- Cc1occc1C(=O)NCCCCNC(=O)c1ccoc1C
  2	-6%	4%	158	5	95	-2	90	158
- O=C(O)CCS(=O)(=O)Cc1cccc(Cl)c1
  16	-2%	16%	114	nt	nt	-16	nt	114
- Cn1c(Cn2nnc3ccccc32)nnc1SCC(=O)Nc1ccc2c(c1)OCO2
  8	-5%	7%	145	-30	68	-8	98	145
- O=C(Nc1nccs1)c1sc2ccccc2c1Cl
  -1	-4%	1%	191	nt	nt	2	nt	191

Rewritten with tabs: 2 of the compounds above.
mol	NFkB transloc pot	Bcl-B TR3 displacers	PLAP inhibition	NFkB transloc pot cell count 2 µM	MRP resist rev	MRP resist rev cytotoxicity	NFkB transloc inh	MRP resist rev with doxorubicin	NFkB transloc inh cell count 2 µM
O=C(Nc1nccs1)c1sc2ccccc2c1Cl	-1	-4%	1%	191	nt	nt	2	nt	191
CSc1ncccc1C(=O)NCc1ccc(C)cc1	?	14%	7%	nt	19	103	-42	83	172

Screening results as filed in PubChem.

Only part of the results is shown; rates above refer to the full screens.
